# Compound activity: PubChem, Sanford-Burnham Center for Chemical Genomics
# GRIN3A LBD mod: modulators (binders) of human NR3A ligand-binding domain; actives 2.5% (n = 340,000); Tm shift relative to glycine control, % at 25 µM; NR3A LBD differential scanning fluorimetry, Tm shift; 0% = protein alone, 100% = glycine-bound protein;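 active = melting temperature shift of at least 10% of the positive control shift, at one fixed dose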
# MPTP block: blocks calcium-induced mitochondrial swelling | isolated mouse mitochondria, Ca2+ swelling absorbance, 30 min | actives 1.4% (n = 360,000) | inhibition, % at 10 µM | AID 602449;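 active = inhibition of 50% or more, scaled per plate between neutral and stimulator controls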;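 also: 0% = DMSO wells given calcium and 100% = 1 mM EGTA wells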
# The depositor's hits bear a star; · = not tested or not shown. The list is partial. The share of hits here may be higher or lower than overall.
SMILES,GRIN3A LBD mod,MPTP block
O=C(O)c1ccccc1/C=N/Nc1ccc(S(=O)(=O)Nc2ccc(Cl)cc2)cc1[N+](=O)[O-],9,·
CCCOc1ccc(/C=N/NC(=S)Nc2ccccc2[N+](=O)[O-])c(O)c1,12*,·
CN(C)S(=O)(=O)c1cccc(N=C2NN=C(c3ccccc3)CS2)c1,-1,·
O=C1C=CC(=O)N1CCCCCCN1C(=O)C=CC1=O,-3,·
Cc1[nH]c2ccccc2c1CCCO,1,·
COC(=O)C1=C(C(=O)OC)[C@@H]2Nc3ccccc3[C@@]23C[C@@H](C(=O)OC)N(C(=O)c2ccc(Br)cc2)C3=N1,1,·
COC(=O)c1ccc(Cn2cnc3c(Cl)ncnc32)cc1,0,0.0
O=S1(=O)c2c(F)cccc2O[C@@H](COCc2ccccc2)CN1CCc1ccc(F)cc1,-2,-1.2
CCCCn1c(N)c(N(CC(C)C)C(=O)CSc2nn(-c3ccc(F)cc3)c(=S)s2)c(=O)[nH]c1=O,-4,-2.2
COc1ccc(-c2c(-c3ccc4c(c3)OCO4)c3ccccc3n2C)cc1,0,0.7
CN(C)c1ncnc2c1ccn2C1OC(CO)C(O)C1O (stereo unspecified),1,-0.2
COC(=O)Cc1nc2c(N)nc(N)nc2[nH]c1=O,-2,-2.1
O=C(O)c1cccc2c1-c1ccc(Cl)cc1C2,0,-0.9
Cc1occc1-c1nnc(SCC(=O)NCc2cccs2)n1CC1CCCO1 (stereo unspecified),-3,-0.6
CC[C@H](C)[C@H]1CNC(=S)N1CC1CCN(CCCCc2ccccc2)CC1,3,4.6
CC1=NOC(=O)/C1=C/c1ccc(O)cc1,1,0.1
COc1ccc(-n2cnc(=S)[nH]c2=S)cc1,18*,-0.1
O=C(c1ccccc1)C(Nc1cccc([N+](=O)[O-])c1)c1ccccc1 (stereo unspecified),-1,0.7
CC(C)C[C@@H](CNCC(=O)[C@H](CC(C)C)NC(=O)c1[nH]cnc1C(=O)N[C@@H](C)CN)NC(=O)c1nc[nH]c1C(=O)N[C@@H](Cc1ccccc1)C(=O)O,0,0.2
COc1ccc2c(c1)[C@H]1[C@H](CO2)[C@H](c2ccccc2)[C@]2(C)C(=O)Nc3ccc(Cl)cc3C(=O)N12,4,1.7
COc1ccc(/C=N/NC(=O)CSc2n[nH]c(=O)[nH]c2=O)cc1,0,0.5
CCCCC(c1nnnn1CCOC)N1CCN(c2cccc(OC)c2)CC1 (stereo unspecified),-2,-1.7
O=C1NC(=O)/C(=C/c2cc3c(cc2Br)OCO3)S1,-1,2.8
N#Cc1c(C#N)c(SSc2c(C#N)c(C#N)c(N)n2-c2ccccc2)n(-c2ccccc2)c1N,8,5.9
CCOC(=O)C1(CCOc2ccccc2)CCN(C(=O)CCSC)CC1,-2,0.4
# (list continues)
SMILES,GRIN3A LBD mod,MPTP block
Nc1nc(SCc2ccccn2)c2ncn(C3OC(CO)C(O)C3O)c2n1 (stereo unspecified),0,-1.7
COc1cc(C(=O)O)cc(NC(=O)c2cccs2)c1OC,1,0.3
CC(C)C[C@@H](CNCC(=O)[C@H](C)NC(=O)c1[nH]cnc1C(=O)N[C@@H](C)CN)NC(=O)c1nc[nH]c1C(=O)N[C@@H](Cc1ccccc1)C(=O)O,-1,-0.4
Clc1ccc(N(CC2CO2)CC2CO2)cc1 (stereo unspecified),-2,-2.4
Nc1c(C(O)(C(F)(F)F)C(F)(F)F)ccc2ccccc12,-11,8.9
O=C1NC(=S)SC1=Cc1ccccc1Br,-2,94*
O=C(Nc1cccc(C(=O)N2CCOCC2)c1)C1CC1,-1,-0.8
Cc1cccc(-n2c(CCCN3C(=O)c4ccccc4C3=O)nc3ccccc3c2=O)n1,1,-1.0
COc1ccc(C(=O)c2ccc([N+](=O)[O-])cc2)c(OC)c1OC,1,-1.3
Cc1ccc(NC(=O)c2cc(N3C(=O)C=CC3=O)ccc2N2CCOCC2)cc1,1,-4.1
CNc1nc(=O)n(C2CCCO2)cc1C (stereo unspecified),-4,-2.3
CNc1cccc2c1C(=O)c1ccccc1C2=O,-2,3.5
OC1CNc2c(ccc3ccccc23)C1 (stereo unspecified),1,-0.1
Nc1nc(NC2CCCC2)cc(=O)[nH]1,0,-1.3
N#Cc1cccnc1N1CCN(C(=O)c2cccs2)CC1,1,0.3
Cc1ccc(S(=O)(=O)Nc2ccc(O)c3ccccc23)c(C)c1,-3,0.8
O=C(/C=C/c1ccc(Cl)cc1)NC(=S)Nc1ccc(NC(=O)c2ccco2)cc1,34*,0.6
Cc1ccc(C(=O)n2ncn(C)c2=S)cc1,0,-0.7
S=C(NCCN1CCOCC1)C(=S)NCCN1CCOCC1,2,-0.5
Cc1cc(C)c2[nH]c(=O)c(CN(Cc3nnnn3C3CCCC3)C3CCCCC3)cc2c1,1,-0.5
CCCCn1c(/N=C/c2ccccc2NS(=O)(=O)c2ccc(C)cc2)nc2ccccc21,-2,3.7
Cc1nnc(SC(C)C(=O)NC2CCCCC2)[nH]c1=O (stereo unspecified),0,-2.6
CC(C)Cn1c(=O)c2c(c3ccccc31)OC(C)C(=O)N2 (stereo unspecified),0,-1.4
C=C1CC2(CC(c3ccccc3)OC(c3ccccc3)C2)OC1=O (stereo unspecified),0,1.1
CC(C)c1ccc(Oc2cccc3c2S(=O)(=O)N(C2CCCC2)CC(COCc2ccccc2)O3)cc1 (stereo unspecified),0,0.5

# A second format for some results above:
molecule	GRIN3A LBD mod	MPTP block
CCCCC(c1nnnn1CCOC)N1CCN(c2cccc(OC)c2)CC1 (stereo unspecified)	-2	-1.7
O=C(O)c1ccccc1/C=N/Nc1ccc(S(=O)(=O)Nc2ccc(Cl)cc2)cc1[N+](=O)[O-]	9	·
Nc1nc(NC2CCCC2)cc(=O)[nH]1	0	-1.3
CCCOc1ccc(/C=N/NC(=S)Nc2ccccc2[N+](=O)[O-])c(O)c1	12*	·
CCOC(=O)C1(CCOc2ccccc2)CCN(C(=O)CCSC)CC1	-2	0.4
O=C1NC(=O)/C(=C/c2cc3c(cc2Br)OCO3)S1	-1	2.8

# Next part:
SMILES,GRIN3A LBD mod,MPTP block
COc1cc(OCc2ccc(C)cc2)ccc1CNC[C@H]1O[C@@H](n2cnc(C(N)=O)n2)[C@H](O)[C@@H]1O,-2,-1.7
OC(COc1ccccc1)CN1CCN(c2ccccc2)CC1 (stereo unspecified),-1,1.4
CC1CN(C/C(=N\O)C23CC4CC(CC(C4)C2)C3)CC(C)O1 (stereo unspecified),-1,-0.5
COc1ccc(CCNC(=O)c2cc([N+](=O)[O-])cc([N+](=O)[O-])c2)cc1OC,1,5.4
CN1N=C(N)c2cn(C3OC(COP(=O)(O)O)C(O)C3O)c3ncnc1c23 (stereo unspecified),-1,0.7
COc1ccc(NC(C)=O)cc1S(=O)(=O)NC(Cc1ccccc1)C(=O)NC(C)c1ccccn1 (stereo unspecified),3,0.8
Cc1ccc(S(=O)(=O)N2CCN(C(=O)c3ccc(N4CCC(C)CC4)c([N+](=O)[O-])c3)CC2)cc1,-1,-2.4
COc1ccccc1/C=C1\Cc2ccccc2C1=O,9,0.5
CC1(CCc2ccccc2)NC(=O)NC1=O (stereo unspecified),-2,-3.3
COc1ccc(N2C(=O)CCC(C(=O)NCCN3CCOCC3)C2c2ccc(OC)c(OC)c2)cc1 (stereo unspecified),-1,-1.0
O=C(Cc1coc2cc(O)ccc12)N1CCN(S(=O)(=O)c2ccc(Br)cc2)CC1,0,1.0
O=C1SCCN1N=Cc1ccc([N+](=O)[O-])o1,-12,-2.1
O=P(Nc1ccccc1)(Nc1ccccc1)c1ccccc1,-1,-1.7
CCCCN1CC(CO)Oc2cccc(F)c2S1(=O)=O (stereo unspecified),-1,-1.5
O=C1CC(c2ccccc2)=NN1c1ccccc1,-5,7.4
CCCOc1ccc(/C=N/Nc2ccc(C(=O)O)cc2)c(OCCC)c1,21*,1.1
CN(C(=O)c1cccc(NC(=O)Cc2ccc(NC(=O)C3CCN(C(=O)c4ccccc4)CC3)cc2)c1)C1CCCCC1,-1,-0.8
OC1C2CCC(C2)C1CN1CCOCC1 (stereo unspecified),-2,0.1
Cc1ccc(/C=c2\sc3nc(-c4cccnc4)nn3c2=O)cc1,-3,1.3
OCC1OC(n2ccc3c(NO)ncnc32)C(O)C1O (stereo unspecified),-1,-0.1
Cc1ccc(N=Nc2ccc(O)c3ncccc23)cc1,-6,1.5
CCCCCn1c(N)c(-c2nc3ccccc3o2)c2c([N+](=O)[O-])nn(C)c(=O)c21,-2,1.5
Cc1cc(O)c(C(C)C)cc1NC(=O)Nc1cc(Cl)ccc1Cl,0,1.5
CCOc1ccc(OCCC(=O)OCC(=O)N2CCN(S(=O)(=O)c3ccc(C)cc3C)CC2)cc1,-4,-0.1
CCC(=Cc1ccccc1OC)c1ccncc1,-2,-0.1
# Next part
SMILES,GRIN3A LBD mod,MPTP block
CC(C)N(C)CCOC(=O)/C=C/c1ccccc1,-6,0.2
C=CCn1c(=S)[nH]c2sc3c(c2c1=O)CCC3,2,0.1
CC(C)[C@H](NC(=O)c1ccc(Cl)cc1Cl)C(=O)OCc1nc2ccsc2c(=O)[nH]1,-1,0.7
CCOC(=O)C1C(=O)C(=O)N(C2CCCCC2)C1C(=O)OCC (stereo unspecified),2,-0.3
NC(CSC(c1ccccc1)(c1ccccc1)c1cccc2ccccc12)C(=O)O (stereo unspecified),-20,0.2
C(=Cc1cccnc1)c1ccncc1,2,-1.7
O=C(Cc1cccc(NC(=O)C2CCN(C(=O)CCc3ccccc3)CC2)c1)Nc1cccc(C(=O)N2CCOCC2)c1,-3,-0.2
Cc1cc2nc3ccc(=[N+](C)C)cc-3sc2cc1N,0,63*
CCC[C@H]1CC(=O)C=C(c2ccsc2)ON1C(=O)OC(C)(C)C,-2,8.0
O=C(OCc1ccccc1)N1CCC2CC1c1cc(NCCc3ccccc3)ccc12 (stereo unspecified),0,0.6
C=CCn1c(C)cc(C(=O)CSc2nnc3n(CCC)c(=O)c4ccccc4n23)c1C,-2,0.7
Cc1ccsc1/C=C(\C#N)C(=O)NCc1ccco1,-4,0.2
COCCN(C(=O)COC(=O)CCOc1cc(C)ccc1C)c1c(N)n(Cc2ccccc2)c(=O)[nH]c1=O,-1,-1.0
CCOc1ccc(C(=O)OCC(=O)Nc2cc(S(=O)(=O)N3CCOCC3)ccc2N2CCOCC2)cc1,-2,-0.4
O=C(NN(Cc1ccccc1)Cc1ccccc1)c1ccccc1,0,0.2
CC(C)(C)C(=O)Cn1ncc(Br)c(Br)c1=O,-2,-1.7
Cc1cccc(Nc2nnc(SCC3CCCCO3)s2)c1 (stereo unspecified),-7,-0.8
COc1cc(S(=O)(=O)N2CCC(N3CCCCC3)CC2)ccc1-n1cnnn1,-1,-3.2
CN1CCN(CCCNC(=O)c2ccc(/C=C3/Sc4ccccc4N(Cc4cccc(Cl)c4)C3=O)cc2)CC1,-2,-1.5
CC1c2ccccc2-c2ccccc2N1C (stereo unspecified),1,-0.9
Cc1ccc(NC2(C(N)=O)CCCC2)cc1,0,0.4
CC(C)c1c(O)ccc2c1CC[C@H]1C(C)(C)CCC[C@]21C,22*,98*
S=C(Nc1cccc2ccccc12)NN1CCCCCC1,-1,0.5
CN(C)CCN1C(=O)C(=O)/C(=C(/O)c2ccc(OCc3ccccc3)cc2)C1c1ccncc1 (stereo unspecified),1,-2.6
COc1ccc(C(CCNCc2ccccc2F)c2ccc(F)cc2)cc1 (stereo unspecified),-2,13

# Entries above with a tert-butyl group (2):
SMILES,GRIN3A LBD mod,MPTP block
CCC[C@H]1CC(=O)C=C(c2ccsc2)ON1C(=O)OC(C)(C)C,-2,8.0
CC(C)(C)C(=O)Cn1ncc(Br)c(Br)c1=O,-2,-1.7

# Next part:
SMILES,GRIN3A LBD mod,MPTP block
CCCCn1c(N)c(N(Cc2ccccc2OC)C(=O)C(C)Oc2ccc(Br)cc2)c(=O)[nH]c1=O (stereo unspecified),0,0.8
Cc1ccc(/C([O-])=C(/C(=S)NCc2ccccc2)[n+]2cccc(CO)c2)cc1[N+](=O)[O-],-4,0.1
Cc1cc(Cl)cc2sc(=S)[nH]c12,-20,11
CC(C)C[C@H]1CNC(=S)N1CC1CCCN1C[C@H](CC(C)C)N1C[C@H](CC(C)C)N(CCc2ccccc2)C1=S (stereo partly specified),4,-1.3
Cc1ccc2nc3c(cc(S(=O)(=O)c4ccccc4)c(=N)n3C3CCCC3)c(=O)n2c1,1,2.3
C[C@@]12C(=O)Nc3cc(F)c(F)cc3C(=O)N1[C@H]1c3ccccc3OC[C@@H]1[C@@H]2c1ccccc1,0,-0.4
Cc1cc(C)c(S(=O)(=O)NCC2CCC(C(=O)NCCCN3CCOCC3)CC2)c(C)c1 (stereo unspecified),-3,-2.5
COc1ccc(C(=O)/C=C/C(=O)N(CC(=O)NCCC(C)C)Cc2cccs2)c(O)c1,3,-7.3
COc1cccc(CN(C)C(=O)Cn2cc(C)c(=O)[nH]c2=O)c1,-1,-2.2
CCN(C(=O)COC(=O)CCOc1cc(C)ccc1C)c1c(N)n(Cc2ccccc2)c(=O)[nH]c1=O,-2,-1.7
CCCCN(Cc1ccccc1)S(=O)(=O)c1cc2c(cc1Br)CC(C)N2C(C)=O (stereo unspecified),-3,-0.2

# Seven compounds out of the list above, ordered by the number in GRIN3A LBD mod, high to low.
SMILES,GRIN3A LBD mod,MPTP block
CC(C)c1c(O)ccc2c1CC[C@H]1C(C)(C)CCC[C@]21C,22*,98*
COc1ccc2c(c1)[C@H]1[C@H](CO2)[C@H](c2ccccc2)[C@]2(C)C(=O)Nc3ccc(Cl)cc3C(=O)N12,4,1.7
Cc1cccc(-n2c(CCCN3C(=O)c4ccccc4C3=O)nc3ccccc3c2=O)n1,1,-1.0
COc1ccc(/C=N/NC(=O)CSc2n[nH]c(=O)[nH]c2=O)cc1,0,0.5
COc1cccc(CN(C)C(=O)Cn2cc(C)c(=O)[nH]c2=O)c1,-1,-2.2
O=C1C=CC(=O)N1CCCCCCN1C(=O)C=CC1=O,-3,·
CCOc1ccc(OCCC(=O)OCC(=O)N2CCN(S(=O)(=O)c3ccc(C)cc3C)CC2)cc1,-4,-0.1
